# From PubChem BioAssay
# MT1-MMP act inh – blockers of MT1-MMP proenzyme processing, primary screen, HT1080 RFP-PRO-GFP cells, GFP/RFP fluorescence; Matrix metalloproteinase-14 (Homo sapiens), P50281; GFP/RFP ratio fluorescence, overnight; percent of plate control window, DMSO zero; GFP/RFP ratio change, % at 20 µM; hit rate 0.061% among 360,000;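 active = GFP/RFP ratio change of at least 30% with cell ATP level not reduced by more than half and red fluorescence within 50% of control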; also: strong numbers were not always called active
#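 Assay system: RFP-PRO-GFP reporter HT1080 cells; read-out basis: GFP/RFP fluorescence ratio; benchmarks: DMSO wells and RFP-L50D-GFP cells; doses: 20 µM single dose, 1% DMSO; schedule: overnight cell settling, then overnight compound exposure, 37 °C, 5% CO2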
# CSN deneddyl inh – inhibitors of CSN-mediated cullin deneddylation, primary screen, biochemical, fluorescence polarization, uHTS; COP9 signalosome complex subunit 5 (Homo sapiens), Q92905; Purified CSN, SCF-Nedd8-OG deneddylation; inhibition, % at 12.5 µM; hit rate 0.38% among 360,000;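 active = pattern-corrected inhibition above about 35%, with an unprinted fluorescence ratio check between 0.5 and 1.5, limit read from the data, passing the limit was not always enough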;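 also: 0% = enzyme with substrate and 100% = substrate without enzyme; some results filed as inactive read as strong as hits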
# Target sequence (Q92905 whole entry, looked up, one chain of several): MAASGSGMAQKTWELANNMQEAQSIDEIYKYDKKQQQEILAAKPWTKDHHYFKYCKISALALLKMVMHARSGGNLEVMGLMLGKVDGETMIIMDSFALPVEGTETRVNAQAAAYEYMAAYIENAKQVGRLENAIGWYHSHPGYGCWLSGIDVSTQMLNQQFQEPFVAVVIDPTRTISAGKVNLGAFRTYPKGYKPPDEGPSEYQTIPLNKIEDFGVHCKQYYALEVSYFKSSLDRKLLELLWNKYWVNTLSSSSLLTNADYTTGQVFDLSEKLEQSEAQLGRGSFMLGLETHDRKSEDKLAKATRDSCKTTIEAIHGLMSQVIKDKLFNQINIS
#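 Assay system: purified human Csn5 enzyme expressed in HEK293T cells; Input: 0.24 nM Csn5 enzyme, final concentration; Reagent: 10 nM SCFSkp2-Nedd8OG; Compound dosing: 12.5 µM single point; Times: reaction 90 min, room temperature; Technique: fluorescence polarization readout.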
# MsrA act – bovine MsrA enzyme activators, primary screen, biochemical, absorbance, HTS; purified bovine MsrA, absorbance read-out; activation, % at 10.6 µM; hit rate 0.3% among 360,000; in the data active = activation above about 7.5%;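 also: 0% = vehicle and 100% = reference activator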
# eLon inh – inhibitors of E. coli Lon protease, primary screen, biochemical, fluorescence polarization; AID 602123, 2011; purified E. coli Lon protease; hit rate 0.42% among 360,000; inhibition, % at 7.94 µM; in the data active = inhibition above about 13%, passing the limit was not always enough;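 also: 0% = enzyme with probe and DMSO and 100% = no enzyme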
# Target sequence (P0A9M0 whole entry, looked up): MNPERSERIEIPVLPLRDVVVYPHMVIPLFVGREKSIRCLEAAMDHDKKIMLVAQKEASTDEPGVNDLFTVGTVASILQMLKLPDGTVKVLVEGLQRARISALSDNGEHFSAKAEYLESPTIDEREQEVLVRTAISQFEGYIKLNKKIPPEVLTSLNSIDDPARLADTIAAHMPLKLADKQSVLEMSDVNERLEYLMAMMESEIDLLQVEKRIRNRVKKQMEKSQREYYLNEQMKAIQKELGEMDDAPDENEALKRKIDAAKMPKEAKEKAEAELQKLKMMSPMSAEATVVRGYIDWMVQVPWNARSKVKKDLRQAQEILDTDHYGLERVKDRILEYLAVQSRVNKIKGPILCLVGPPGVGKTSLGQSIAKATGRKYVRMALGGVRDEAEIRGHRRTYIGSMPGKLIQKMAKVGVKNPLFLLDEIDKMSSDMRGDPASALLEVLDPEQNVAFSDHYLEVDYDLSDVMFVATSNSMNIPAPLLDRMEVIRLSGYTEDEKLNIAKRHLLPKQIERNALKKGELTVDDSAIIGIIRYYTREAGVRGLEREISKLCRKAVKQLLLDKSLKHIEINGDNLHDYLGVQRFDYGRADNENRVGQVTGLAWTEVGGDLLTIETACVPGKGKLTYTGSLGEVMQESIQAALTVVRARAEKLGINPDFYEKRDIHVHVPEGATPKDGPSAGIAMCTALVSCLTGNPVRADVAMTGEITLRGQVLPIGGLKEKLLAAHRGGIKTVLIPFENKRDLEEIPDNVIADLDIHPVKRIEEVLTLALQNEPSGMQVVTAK
# Rpn11 block – Rpn11 (PSMD14) deubiquitinase inhibitors, primary screen, biochemical, fluorescence polarization, uHTS; 26S proteasome non-ATPase regulatory subunit 14 (Homo sapiens), O00487; human 26S proteasome, Ub4-pepOG fluorescence polarization; 20S core pre-blocked with epoxomicin; calls only at 20 µM; hit rate 0.59% among 360,000; AID 588493, 2011;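 active = inhibition at 20 µM, scaled to each plate's controls, above about 33%, limit read from the data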
# MLLE-PAM2 inh – inhibitors of PABP1 MLLE–PAM2 peptide binding, primary screen, biochemical, fluorescence polarization, FITC-PAM2, GST-MLLE | Polyadenylate-binding protein 1 (Homo sapiens), P11940 | inhibition, % at 20 µM | hit rate 0.36% among 360,000 | AID 588489, 2011; in the data active = inhibition above about 35%, passing the limit was not always enough;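 also: plate controls were DMSO wells with GST-MLLE for no effect and wells lacking GST-MLLE protein for full effect; some results filed as inactive read as strong as hits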
# MsrA inhibitor – bovine MsrA enzyme inhibitors, primary screen, biochemical, absorbance, HTS | AID 651718, 2012 | inhibition, % at 15.5 µM | purified bovine MsrA, absorbance read-out | Methionine sulfoxide reductase A (Bos taurus) | hit rate 0.75% among 360,000; in the data active = inhibition above about 4.5%;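 also: 0% = vehicle wells with enzyme and 100% = reference inhibitor wells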
# FAS-TE inh – FAS thioesterase domain inhibitors, primary screen, biochemical, fluorescence intensity, uHTS. recombinant FAS-TE, OMFH fluorogenic substrate, fluorescence endpoint. inhibition, % at 15 µM. hit rate 0.67% among 360,000. AID 602261, 2012;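 active = compounds whose normalised, plate-corrected inhibition of enzyme fluorescence in the single-dose primary screen is 50% or more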;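 also: 0% = DMSO with enzyme and 100% = substrate without enzyme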
# Rin1 Abl inh – inhibitors of Rin1-Abl protein binding, primary screen, biochemical, TR-FRET; Tyrosine-protein kinase ABL1 (Homo sapiens) + Ras and Rab interactor 1 (Homo sapiens), …; inhibition, % at 7.35 µM; hit rate 0.4% among 360,000; AID 588664, 2011; in the data active = inhibition above about 5%, passing the limit was not always enough
# An asterisk follows results filed as active; i = inactive; x = no result given. Compounds as they come. Share with any hit: about 3.7%.
SMILES,MT1-MMP act inh,CSN deneddyl inh,MsrA act,eLon inh,Rpn11 block,MLLE-PAM2 inh,MsrA inhibitor,FAS-TE inh,Rin1 Abl inh
CN(CC(=O)Nc1ccccc1Cl)C(=O)CN1C(=O)NC(c2ccccc2)(c2ccccc2)C1=O,-1,4,-3,-7,i,4,1.0,2,1
COc1ccc(OC)c(CN2CCCC(C(=O)N3CCCCC3)C2)c1 (stereo not given),6,3,2,-6,i,1,-0.3,-7,3
CC(=O)/C(=N\Nc1cccc(Cl)c1)Sc1cccc2cccnc12,-2,-2,-4,-6,i,11,-0.6,-10,1
CCCCc1ccc(NC(=S)NCc2ccc(OC)cc2)cc1,-3,1,0,7,i,-65,2.1,32,2
Oc1ccc(C2Nc3cccc4cccc(c34)N2)c(O)c1,18,-2,2,12,i,7,3.2,17,1
CC(C)CCNC(=O)NC(=O)COc1c(F)c(F)cc(F)c1F,3,-3,-1,8,i,-4,0.9,1,-1
COc1ccccc1NS(=O)(=O)c1ccc(C)c(NS(=O)(=O)c2cc(NC(C)=O)ccc2OC)c1,-6,3,-2,14,i,1,-0.9,-1,1
COc1ccccc1-n1cnnc1SCC(=O)Nc1cccnc1Cl,-1,-4,-5,3,i,-7,-1.2,-3,-1
Cc1cccc(SCC(=O)Nc2ccccc2[N+](=O)[O-])c1,-2,3,-2,8,i,7,-1.1,18,2
Cc1nc(-c2ccc(Br)cc2)ccc1C(=O)O,-11,4,-4,4,i,-9,2.4,-13,-8
Cc1cc(C(=O)N2CCN(c3ccc([N+](=O)[O-])cc3)CC2)co1,4,3,-7,-1,i,4,2.3,3,-3
COc1cccc(-c2nc(CS(=O)(=O)CC(=O)NCc3ccccc3)c(C)o2)c1,2,-2,0,-4,i,10,-0.1,-1,1
CS(=O)(=O)c1ccc(Cl)c(NC(=O)COC(=O)CNC(=O)c2ccccc2)c1,0,-1,-2,-5,i,-13,1.3,-4,2
COC(=O)C1=C(C)N(Cc2ccccc2)C(=NCc2cccc(C(F)(F)F)c2)N[C@H]1c1cccc(C(F)(F)F)c1,-12,-1,0,-4,i,-16,x,31,-1
Cc1ccc(NS(=O)(=O)c2ccc3c(c2)n(C)c(=O)n3C)cc1,7,5,-2,-2,i,24,x,0,2
O=C(NCc1ccc2c(c1)OCO2)c1ccc(-c2ccc(Cl)cc2)o1,3,2,-1,-3,i,11,0.9,39,5
C/C(=N\Nc1ccc(C(=O)c2c(C)cc3ccccn23)cc1[N+](=O)[O-])c1ccc(O)cc1,14,0,-4,-1,i,5,0.0,11,-1
COc1ccc(-n2c(C)cc(C(=O)CN3CCC(C)CC3)c2C)cc1,-3,0,-3,-8,i,-12,0.0,-3,1
CC(C(=O)N1CCc2ccccc21)N1CCN(Cc2ccc(Cl)cc2)CC1 (stereo not given),1,4,1,-7,i,-8,-0.4,6,0
CC(=O)N1CC(C)Sc2ccc(S(=O)(=O)N3CCCCC3)cc21 (stereo not given),3,0,-8,6,i,4,-0.5,-4,3

# Limited to eLon inh and MsrA act (3 entries from above):
SMILES	eLon inh	MsrA act
COc1ccccc1-n1cnnc1SCC(=O)Nc1cccnc1Cl	3	-5
COc1cccc(-c2nc(CS(=O)(=O)CC(=O)NCc3ccccc3)c(C)o2)c1	-4	0
COC(=O)C1=C(C)N(Cc2ccccc2)C(=NCc2cccc(C(F)(F)F)c2)N[C@H]1c1cccc(C(F)(F)F)c1	-4	0

# Back to the main list with the 2 entries that preceded the break.
SMILES,MT1-MMP act inh,CSN deneddyl inh,MsrA act,eLon inh,Rpn11 block,MLLE-PAM2 inh,MsrA inhibitor,FAS-TE inh,Rin1 Abl inh
CC(C(=O)N1CCc2ccccc21)N1CCN(Cc2ccc(Cl)cc2)CC1 (stereo not given),1,4,1,-7,i,-8,-0.4,6,0
CC(=O)N1CC(C)Sc2ccc(S(=O)(=O)N3CCCCC3)cc21 (stereo not given),3,0,-8,6,i,4,-0.5,-4,3
O=C1COc2ccc(S(=O)(=O)N3CCCCCC3)cc2N1,0,-1,-3,-1,i,-5,0.3,-5,1
CC(OC(=O)c1cc[n+]([O-])cc1)C(=O)Nc1ccc(C(N)=O)cc1 (stereo not given),-3,-6,1,-11,i,-29,-0.5,-9,2
Cc1nnc(SCC(=O)NCc2ccco2)n1Cc1ccccc1,9,-9,-1,3,i,-14,-0.5,-4,-1
CCc1noc(C)c1C(=O)Nc1nc(-c2ccc(OC)cc2OC)cs1,-7,2,0,-2,i,9,0.2,15,-1
CN(C)S(=O)(=O)c1cccc(NC(=O)c2cc(-c3cccs3)nn2-c2cccc(Cl)c2)c1,5,-1,2,-6,i,6,2.2,40,-3
CC(=O)Nc1ccc(S(=O)(=O)Oc2ccc(/C=N/NC(=O)c3ccc(Cl)cc3)cc2)cc1,3,-2,-8,-3,i,-12,0.3,31,-3
COc1ccc2cc3cc(C(=O)NCc4ccco4)oc3nc2c1,6,1,-3,10,i,11,4.8*,-4,0
COc1ccc(Cc2nn3c(-c4cc(OC)c(OC)c(OC)c4)nnc3s2)cc1,6,2,3,-13,i,-17,-0.3,4,1
N#C/C(=C/c1cc[nH]c1)C(N)=S,5,-9,0,-8,i,14,1.1,-3,0
CC(C)(C)NC(=O)CN1CCN(C(=O)CCl)CC1,2,-3,-2,-1,i,4,-0.7,-2,-3
COc1ccc(C2=NS(=O)(=O)N(C)C(C(=O)NCc3ccccn3)=C2)cc1,1,-1,-1,-3,i,-1,4.7*,5,0
C#CCOCCOCCOCCNc1nc(N2CCN(C(=O)CCCCCCCCCCNC(=O)[C@H](CCCCN)n3cc(CCCC(=O)O)nn3)CC2)nc(N2CCN(C(=O)CCCCCCCCCCNC(=O)[C@H](CCCN=C(N)N)n3cc(C[C@@H](C)CC)nn3)CC2)n1,2,6,4,-1,i,7,x,-19,6
Cc1cc(OCc2cc(C(=O)NCc3cc(C(C)C)no3)no2)cc(C)c1Cl,-2,0,-8,10,i,9,-0.2,14,1
Cn1nccc1C(=O)N1CCN(S(=O)(=O)c2ccc(Br)s2)CC1,1,-5,-2,-2,i,1,0.2,-2,2
CC(NC(=O)c1ccc(F)cc1)c1nc2ccccc2n1Cc1ccccc1F (stereo not given),-11,-2,-4,-13,i,8,x,3,3
C/C(=N/NC(=O)c1ccc(-c2ccccc2)cc1)c1cc(O)cc(O)c1,3,-1,-3,3,i,-4,0.7,5,1
CC(=O)Oc1cccc(N2C(=O)C3CC=CCC3C2=O)c1 (stereo not given),1,-2,-2,-1,i,-2,0.4,-5,-4
COc1ccc(C(=O)OCC(=O)NC2CCCC2)c(OC)c1OC,4,-2,-2,1,i,9,-0.3,-6,-2
O=C(NC1CCCC1)c1cccc(Oc2ccccc2)c1,0,4,-3,12,i,-9,-0.3,8,-1
CC(=O)Nc1cccc(OCCCNC(=O)c2cccc3ccccc23)c1,1,-2,-5,-2,i,-6,0.6,0,-2
CC1CCN(S(=O)(=O)c2cccc(C(=O)Nc3ccccn3)c2)CC1,-1,1,-3,-3,i,7,0.5,4,-3
Cc1ccc(OCCNC(=O)c2ccco2)cc1C,4,-1,0,-4,i,-10,-0.2,-6,1
N#CCCN(C(=O)COC(=O)CCc1c[nH]c2ccccc12)c1ccccc1,0,-1,-7,14,i,8,0.3,-4,0
CCOC(=O)c1ccc(N2C(=O)C3C(C2=O)C(C(=O)c2ccc(Cl)cc2)N2CCCC32)cc1 (stereo not given),-21,6,0,-17,i,-14,-1.0,3,-5
CCN1C(=O)c2cccc3c(N)ccc1c23,2,13,0,-5,i,-17,-0.6,-2,-14
C=CCS(=O)(=O)N1CCCC(N2CCN(c3ccccc3OC)CC2)C1 (stereo not given),4,-7,-2,1,i,1,-0.6,-4,-1
c1cncc(N=c2scc(-c3cccc4ccccc34)n2CCCn2ccnc2)c1,-3,-2,-2,-9,i,-15,1.8,-6,0
Cc1cccc(N(C(=O)c2ccco2)C(C(=O)NC2CCCC2)c2ccco2)c1C (stereo not given),-4,2,-8,10,i,8,0.2,0,0
Cc1c(C(=O)Nc2ccc(Cc3ccncc3)cc2)cccc1[N+](=O)[O-],15,-5,-2,-1,i,4,-0.4,39,-1
CCN(CC)S(=O)(=O)c1ccc(N2CCCC2)c(NS(=O)(=O)c2ccc(OC)cc2)c1,1,-5,-3,-2,i,4,-0.6,14,3
O=C(COC(=O)Cc1n[nH]c(=O)c2ccccc12)Nc1ccc(Cl)cn1,-9,-5,-3,-6,i,-17,-0.1,0,3
O=C1NC(=O)C(=O)N1,2,0,-3,-2,i,-7,-1.2,-3,0
CC(C)NC(=O)NC(=O)CN1C(=O)NC2(CCc3ccccc3C2)C1=O (stereo not given),1,2,-1,4,i,0,-0.4,-1,-1
CC(n1cnnn1)C12CC3CC(CC(C3)C1)C2 (stereo not given),14,2,-4,-2,i,-3,0.8,-1,3
Nc1nnc(SCCOc2cccc(Br)c2)s1,6,-2,3,5,i,-11,-0.1,-1,-2
CC1=C(C(=O)N(C)C)CC(CC(=O)NCCc2ccccn2)C(=O)N1CCC1=CCCCC1 (stereo not given),9,-3,0,-7,i,5,-0.3,-7,-1
COc1ccc(S(=O)(=O)N2CCN(C)CC2)cc1C(=O)N1CCCCC1,-3,-5,-2,-10,i,2,2.0,-4,1
O=C(c1ccc(S(=O)(=O)Cc2cc(F)ccc2F)c([N+](=O)[O-])c1)N1CCOCC1,6,-9,-3,-5,i,7,0.6,-7,1
O=C(NCCN1CCOCC1)c1csc2c1CCCCC2,1,6,-2,-4,i,1,0.0,1,-1
O=C(CCCNS(=O)(=O)c1ccc(Cl)c(Cl)c1)NCCc1ccccn1,0,0,-3,-1,i,13,-0.2,-4,-3
NNC(=O)[C@@H]1C[C@@H]1c1ccccc1,-1,-1,-1,-1,i,2,-1.1,-2,-1
CCOc1ccc(N(C(=O)c2snc(C(N)=O)c2N)C(C(=O)NC2CCCC2)C(C)C)cc1 (stereo not given),-6,0,-3,1,i,9,-0.2,7,1
O=C1COc2ccc(S(=O)(=O)N3CCC(C(=O)NCc4ccccc4)CC3)cc2N1,3,2,-1,2,i,3,0.5,-5,0
COc1ccc(C(=S)N2CCN(c3ccccc3C)CC2)cc1,4,1,3,-2,i,42*,2.0,19,2
CCn1cc(C(=O)O)c(=O)c2cc(F)c(N3CCN(C)CC3)cc21,-1,-1,-2,0,i,14,-0.4,-2,1
Nc1cc(Cl)nc(N/N=C/c2ccccc2[N+](=O)[O-])n1,2,-2,-1,1,i,-6,2.4,-3,1
COc1ccc(-c2cc(=O)oc3cc(OCC(C)=O)ccc23)cc1,-1,-19,-4,7,i,-12,3.1,2,-2
CC(OC(=O)c1cccc(Cl)c1)C(=O)NC1CCCCC1C (stereo not given),4,57*,-1,-4,i,8,-0.5,2,3
CCNc1nc(C#N)nc2c1ncn2-c1cc(F)cc(F)c1,-20,12,0,-8,i,-31,1.6,-8,1
CCN1CCN(c2ccc(Cl)cc2NC(=O)c2ccco2)CC1,-1,0,-2,-8,i,1,0.3,-2,-5
